# High-throughput results: PubChem BioAssay, National Center for Advancing Translational Sciences (NCATS)
# Epigenetic reg – epigenetic control regulation, reporter derepression. murine LDR cells, GFP reporter derepression, 30 h. Potency, µM (top dose mostly 53.9 µM), for the others: at the highest dose GFP activation, hits mostly activators. 0.2% of 280,000 active; note: % of control where 0% means no effect; nearly all actives have a fitted effect of over 60% in size
#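 Murine LDR cells carrying a silenced, genomically integrated CMV-driven GFP reporter were exposed to compound for 30 hours at 37 C. After PBS washes, GFP-positive cells (20–120 um objects) were counted by laser-scanning microplate cytometry.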
# GAA glycogen – alters human alpha-glucosidase cleavage of glycogen. P10253. recombinant GAA, glycogen substrate, Amplex Red glucose oxidase fluorescence. Potency, µM (doses to about 76.4 µM), without a hit: top-dose activity change, negative = inhibition, most hits filed as inhibitors. 0.38% of 300,000 active;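 note: 0% = full enzyme reaction and -100% = no-enzyme basal signal; the screen sought inhibitors and activators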
#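 Natural-substrate format: glycogen cleavage by 4 nM human enzyme, glucose read by Amplex Red coupling (Ex 573, Em 610 nm). Normalized to enzyme and no-enzyme controls.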
# Tau fluor cs – counter-screen for tau fibril formation inhibitors. tau K18 P301L (four-repeat tau fragment) Alexa594 fluorescence, heparin fibrillization. Potency, µM (doses to about 57.7 µM), for the others: top-dose activity change, negative = decrease. 0.93% of 280,000 active; note: % is set by controls: 0 for no effect and ±100 for the full control effect; nearly all actives have a fitted effect of over 55% in size
#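 Human K18 P301L tau (15 uM unlabeled plus 0.24 uM Alexa 594-labeled, final) in 100 mM sodium acetate pH 7 was mixed with compound and 20 uM heparin and incubated 6 hr at 37 C.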
# GAA spleen mod – inhibitors or activators of human alpha-glucosidase in spleen homogenate; human spleen homogenate, 4-MU-alpha-glucoside fluorescence; Potency, µM (highest dose often 79.9 µM), for the others: at the highest dose activity change, negative = inhibition, usual class: inhibitors; 0.006% of 240,000 active; AID 2112;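 note: 0% = enzyme with vehicle and -100% = no enzyme basal signal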
#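 AC50 values come from Hill-equation fits of concentration-response data, normalized to no-enzyme and full-activity controls. Enzyme source: 1 ug human spleen homogenate; 1 mM fluorogenic 4-MU glucoside, pH 5.0 citrate buffer, 37 C, 40 min.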
# ALDH1A1 inh – inhibitors of human aldehyde dehydrogenase 1A1; P00352; 7.3% of 220,000 active; Potency, µM (doses to about 75.3 µM), inactives show at the top dose activity, negative = inhibition, usual class: inhibitors; Purified ALDH1A1, NADH fluorescence, propionaldehyde substrate; active = well fitted inhibition curve with a large enough effect, not every such curve was filed as active; inconclusive = small, poorly fitted or top-dose-only effect, or another doubt; inactive = no such curve, though single readings can be large or run the other way;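 note: plate controls were no enzyme wells and a reference inhibitor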
# Target sequence (P00352 whole entry, looked up): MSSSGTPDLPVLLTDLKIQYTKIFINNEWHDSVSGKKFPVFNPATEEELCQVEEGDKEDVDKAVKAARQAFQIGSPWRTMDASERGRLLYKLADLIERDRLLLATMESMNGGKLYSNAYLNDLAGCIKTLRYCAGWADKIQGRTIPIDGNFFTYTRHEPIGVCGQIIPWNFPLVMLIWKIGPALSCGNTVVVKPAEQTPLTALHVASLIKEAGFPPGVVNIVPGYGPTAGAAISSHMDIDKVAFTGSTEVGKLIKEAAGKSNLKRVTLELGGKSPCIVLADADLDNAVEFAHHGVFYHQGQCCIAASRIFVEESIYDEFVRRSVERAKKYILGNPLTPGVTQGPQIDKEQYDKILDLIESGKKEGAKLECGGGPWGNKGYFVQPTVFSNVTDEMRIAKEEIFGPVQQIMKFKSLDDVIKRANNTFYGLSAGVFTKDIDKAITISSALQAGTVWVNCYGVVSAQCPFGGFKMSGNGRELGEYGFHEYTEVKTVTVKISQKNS
# NPSR antagonist – antagonists of human neuropeptide S receptor cAMP signaling; Potency, µM (doses to about 38.3 µM), inactives show at the highest dose activity change, negative = inhibition, hits mostly inhibitors; 1% of 220,000 active; Q6W5P4; CHO-NPSR cells, cAMP TR-FRET, antagonist mode; note: % is set by controls: 0 for no effect and ±100 for the full control effect; nearly all actives have a fitted effect of over 50% in size; many of its hits are not listed in these tables
# Target sequence (Q6W5P4 whole entry, looked up): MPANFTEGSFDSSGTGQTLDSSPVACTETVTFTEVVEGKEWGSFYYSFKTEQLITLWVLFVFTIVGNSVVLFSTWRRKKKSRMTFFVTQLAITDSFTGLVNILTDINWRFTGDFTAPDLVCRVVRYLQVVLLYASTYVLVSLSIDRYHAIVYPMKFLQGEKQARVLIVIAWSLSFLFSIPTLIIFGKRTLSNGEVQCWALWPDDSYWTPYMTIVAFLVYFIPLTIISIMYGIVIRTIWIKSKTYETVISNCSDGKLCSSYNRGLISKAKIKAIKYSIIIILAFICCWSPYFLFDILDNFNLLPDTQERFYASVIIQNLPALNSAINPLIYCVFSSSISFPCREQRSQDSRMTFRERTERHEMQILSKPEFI
# GAA inhib – blocks human lysosomal alpha-glucosidase. P10253. purified human GAA, 4-MU-alpha-glucoside fluorescence. Potency, µM (doses to about 76.9 µM), inactives show at the highest dose activity change, negative = inhibition, actives largely listed as inhibitors. 0.005% of 200,000 active. AID 1466;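 note: plate controls were uninhibited enzyme wells for no effect and no-enzyme background for full effect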
#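 Endpoint fluorogenic read: 20 min room-temperature reaction of 4 nM human alpha-glucosidase with 400 uM 4-methylumbelliferyl-alpha-D-pyranoside, pH 5.0, quenched with 1M NaOH/1M glycine pH 10. AC50 from Hill modeling.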
# GLA spleen mod – alpha-galactosidase A (human) modulation. P06280. human spleen homogenate, 4MU-alpha-Gal fluorescence, 40 min. Potency, µM (top dose mostly 80 µM), inactives show at the top dose activity change, negative = inhibition, actives largely listed as inhibitors. 0.008% of 240,000 active. AID 2107;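 note: 0% = enzyme with vehicle and -100% = no enzyme basal signal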
#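 Fluorogenic readout (Ex 365/Em 440 nm) of 4-methylumbelliferone released from 1 mM 4-MU-alpha-galactoside by spleen homogenate, 40 min at 37C, pH 5.0. Data normalized to no-enzyme and enzyme controls; Hill-equation AC50 from compound titrations.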
# Numbers without * were called inactive; ? = inconclusive; / = no result given; [ ] = another dose, or the depositor's remark. Unless noted, calls come from the whole dose curve; as a rule, active = well fitted curve in the direction sought with a large enough effect; inconclusive = small, poorly fitted or top-dose-only effect, or another doubt; inactive = no such curve, though single readings can be large; an effect the other way counts as inactive or inconclusive. Potency is the fitted concentration of half-maximal effect. An excerpt, so the mix of outcomes need not match the whole.
SMILES	Epigenetic reg	GAA glycogen	Tau fluor cs	GAA spleen mod	ALDH1A1 inh	NPSR antagonist	GAA inhib	GLA spleen mod
Cc1ccccc1-n1nc(-c2cccnc2)cc1C(=O)N/N=C/c1ccncc1	-6.3%	0%	1%	-19%	-7%	-16%	1%	1%
CCn1cc(Br)c(C(=O)Nc2ccc(C(=O)OC(C)C)cc2)n1	-3.5%	8%	-20%	-6%	-16%	-28%[46.1 µM]	-5%	1%
CCOc1cccc(CNCc2cccnc2)c1OCc1ccccc1	2.1%	-9%	-1%	7%	?	2%	1%	1%
CNC(=O)C(NC(=O)CNC(=O)c1ccc(Cl)cc1)C(C)(C)C (stereo unspecified)	1.1%	12%	4%	1%	12%	13%	13%	0%
Cc1ccc(NC(=O)CCc2c(C)nc3ncnn3c2C)cc1	-0.3%	1%	-1%	3%	0%	-3%[46.1 µM]	-2%	-10%
CC(Sc1ccsc1[N+](=O)[O-])C(=O)NCc1ccccc1 (stereo unspecified)	-1.7%	0%	4%	8%	-1%	-3%	-1%	16%
CCN(CC)S(=O)(=O)c1ccc(Cl)c(NC(=O)CSc2cccc[n+]2[O-])c1	-1.4%	8%	-10%	0%	/	1%[7.67 µM]	/	-1%
COc1cc2[nH]c(=S)n(CCN3CCOCC3)c(=O)c2cc1OC	0.0%	-7%	4%	9%	-15%	-12%[46.1 µM]	-7%	5%
CC(C)c1ccc(NS(=O)(=O)c2ccc(N3C(=O)CCC3=O)cc2)cc1	2.0%	3%	0%	0%	/	-4%	/	1%
NC(=S)N=Nc1c(O)n(C2OC(=O)c3ccccc32)c2ccccc12 (stereo unspecified)	0.0%	-8%	?	7%	2%	-15%[46.1 µM]	-3%	10%
CCCNS(=O)(=O)c1ccc(-n2cnnn2)c(OC)c1	-0.1%	-8%	5%	-4%	-7%	-2%	11%	6%
O=C(O)/C=C/c1cccc(NS(=O)(=O)c2ccccc2)c1	0.0%	7%	3%	-2%	0%	0%	4%	5%
O=c1c(Cl)c(N2CCOCC2)cnn1-c1ncc(C(F)(F)F)cc1Cl	-1.5%	-4%	-5%	7%	-4%	11%	5%	4%
Cc1ccc(NC(=O)c2snc3ccc(Cl)cc23)cc1C	0.0%	-4%	-30%	-6%	-6%	-32%	-3%	-1%
O=C(C1CCCO1)N1CCN(C(=S)Nc2ccc(Cl)c(Cl)c2)CC1 (stereo unspecified)	0.0%	10%	-3%	-5%	?	-18%	3%	-1%
CCOC(=O)N1CCN(CC(O)COCC2=CCC3CC2C3(C)C)CC1 (stereo unspecified)	1.1%	19%	-2%	-8%	-5%	-11%[46.1 µM]	10%	3%
[N-]=[N+]=NC1C[C@H](n2ccc(=O)[nH]c2=O)O[C@@H]1CO (stereo partly specified)	0.1%	3%	-8%	4%	2%	19%	-10%[15.4 µM]	6%
Cc1ccc(Cn2ccc(NC(=O)c3cc4nc5c(c(C(F)(F)F)n4n3)CCc3ccccc3-5)n2)cc1	-2.5%	12%	-4%	-6%	22%	-3%[46.1 µM]	5%	-9%
O=C(CCCN1C(=O)/C(=C/c2ccccc2)SC1=S)Nc1cccc(O)c1	-1.5%	13%	14µM*[quencher]	6%	9%	-29%	-5%	2%
OCCSc1nncn1/N=C/c1c[nH]c2ccccc12	-4.1%	-1%	-5%	4%	?	-11%[46.1 µM]	0%	15%

# Laid out differently: three of the compounds above.
> CCCNS(=O)(=O)c1ccc(-n2cnnn2)c(OC)c1
  Epigenetic reg: -0.1% | GAA glycogen: -8% | Tau fluor cs: 5% | GAA spleen mod: -4% | ALDH1A1 inh: -7% | NPSR antagonist: -2% | GAA inhib: 11% | GLA spleen mod: 6%

> NC(=S)N=Nc1c(O)n(C2OC(=O)c3ccccc32)c2ccccc12 (stereo unspecified)
  Epigenetic reg: 0.0% | GAA glycogen: -8% | Tau fluor cs: ? | GAA spleen mod: 7% | ALDH1A1 inh: 2% | NPSR antagonist: -15%[46.1 µM] | GAA inhib: -3% | GLA spleen mod: 10%

> O=C(O)/C=C/c1cccc(NS(=O)(=O)c2ccccc2)c1
  Epigenetic reg: 0.0% | GAA glycogen: 7% | Tau fluor cs: 3% | GAA spleen mod: -2% | ALDH1A1 inh: 0% | NPSR antagonist: 0% | GAA inhib: 4% | GLA spleen mod: 5%

# More entries
SMILES	Epigenetic reg	GAA glycogen	Tau fluor cs	GAA spleen mod	ALDH1A1 inh	NPSR antagonist	GAA inhib	GLA spleen mod
Cc1ccc(S(=O)(=O)N2CCOCC2)cc1NC(=O)CSc1nc2ccccc2c(=O)n1Cc1ccccc1	4.8%	-9%	-19%	-6%	-8%	-14%	-3%	-9%
CCOC(=O)c1c(NC(=O)/C=C/C(=O)O)sc(C)c1-c1ccc(C(C)(C)C)cc1	1.1%	-9%	-6%	-16%	28µM*	10µM*	-16%	-4%
Cc1ccccc1-n1c(=S)[nH]c2nc3c(cc2c1=O)COC(C)(C)C3	1.6%	-2%	3%	0%	/	-13%	/	3%
COc1cccc(/C=N/Nc2ncnc3c2[nH]c2ccc(C)cc23)c1OC	-1.0%	0%	-18%	4%	/	-22%	/	0%
Cc1oc(S(=O)(=O)N2CCCCC2)cc1NC(=O)Nc1ccccc1	2.0%	1%	?	-2%	/	-10%	/	0%
C/C(N)=C(/C#N)C(=O)COC(=O)COc1ccc(Cl)cc1C	0.2%	-2%	-19%	-15%	2%	-6%[46.1 µM]	2%	-10%
COc1ccc(Cc2nn3c(-c4ccccc4OC)nnc3s2)cc1	-1.1%	-2%	-7%	-5%	11µM*	?	-1%	2%
Cc1c(NC(=S)Nc2ccc(Cl)cc2)c(=O)n(-c2ccccc2)n1C	1.6%	-11%	1%	1%	7%	0%	?	0%
O=C(CNCC1CCCO1)Nc1ccccc1N1CCOCC1 (stereo unspecified)	-1.0%	2%	-3%	1%	?	-12%[46.1 µM]	0%	6%
c1ccc(OCc2nc3ccccc3[nH]2)cc1	-8.9%	-8%	0%	-6%	8%	-7%[46.1 µM]	0%	-6%
Cc1nn(C)c(N)c1[N+](=O)[O-]	-1.1%	0%	-6%	-7%	-2%	-8%	-4%	-5%
O=C(CC1C(=O)NCCN1Cc1cccc(Oc2ccccc2)c1)NCCc1cscn1 (stereo unspecified)	3.2%	5%	-6%	3%	?	-17%	6%	8%
CC1=CCC2COC(c3ccc[n+](Cc4ccccc4)c3)C1C2 (stereo unspecified)	4.7%	-3%	-4%	-6%	?	15%	-6%	7%
Nn1c(SCc2cccc(Br)c2)nnc1-c1ccncc1	1.3%	-3%	-17%	-2%	/	20%	/	-7%
CC(C)C[C@H](NC(=O)c1nc[nH]c1C(=O)NC(c1ccccc1)c1ccccc1)C(=O)OCc1ccccc1	-3.0%	-1%	-28%	1%	?	50%	/	0%
Cc1cccc(-n2cc(C#N)c(=O)[nH]c2=O)n1	1.3%	5%	8%	8%	9%	6%	?	11%
CC(C)[C@H](NS(=O)(=O)c1ccccc1)C(=O)OCC(=O)Nc1ccc2c(c1)OCO2	-3.0%	1%	-13%	4%	-10%	-5%	-4%	4%
O=c1[nH]c(CN2CCN(c3ccc([N+](=O)[O-])cc3)CC2)nc2ccsc12	-1.0%	0%	-10%	1%	?	-6%[46.1 µM]	-13%	-1%
CCN=c1scc(-c2ccc(F)cc2)n1/N=C/c1ccccn1	-0.2%	-4%	-28%	-5%	?	-22%	3%	-7%
Cc1cc2cc(C)c3nnc(SCC(=O)NCc4ccco4)n3c2cc1C	-0.3%	3%	-12%	2%	-1%	-15%[46.1 µM]	0%	-9%

# Continuation:
# Sequence of screens: Epigenetic reg | GAA glycogen | Tau fluor cs | GAA spleen mod | ALDH1A1 inh | NPSR antagonist | GAA inhib | GLA spleen mod
Cc1ccc(-c2cc(C(=O)NCc3ccccn3)c3ccccc3n2)cc1C
 : 0.2% | -17% | -21% | -2% | ? | -16%[46.1 µM] | -5% | -9%
Cc1occc1C(=O)Nc1cccc(Cn2cccn2)c1
 : 2.2% | 3% | 0% | 0% | -7% | 6%[46.1 µM] | -16% | 0%
Cc1ccc2c(c1)sc1nc(=O)n(-c3ccccc3)c(=O)n12
 : -1.4% | 3% | -17% | 3% | / | 4%[7.67 µM] | / | 4%
CC1=C(C(=O)OCc2ccccc2)C(c2ccsc2)NC(=O)N1C (stereo unspecified)
 : 15% | 7% | -8% | -6% | 5% | 10% | 3% | -4%
Cn1cnc(S(=O)(=O)Nc2ccc(C(F)(F)F)cc2)c1
 : 0.9% | 2% | 1% | 1% | 16% | 7%[46.1 µM] | 2% | -1%
COC(=O)c1cc(NC(=O)C(C)c2ccc(CC(C)C)cc2)ccc1O (stereo unspecified)
 : -3.4% | -1% | ? | 3% | -14% | 54% | 4% | -7%
Cc1ccc(C)c(CSC2=NN3CCCC(=O)N=C3S2)c1
 : -1.0% | -7% | ? | -6% | / | -17% | / | 3%
CCOC(=O)Cc1cc(=O)n2[nH]c(-c3ccc(Cl)cc3)cc2n1
 : 5.9% | 4% | -17% | -3% | ? | -10%[46.1 µM] | 4% | 1%
O=C(NCCCn1ccnc1)/C(=C\c1cccnc1)NC(=O)c1cccc(Br)c1
 : -1.8% | 7% | 5% | 5% | 3% | 15% | 2% | 6%
CCN(CCO)Cc1csc2c(Br)cccc12
 : 1.1% | 8% | -4% | -4% | 8% | 12%[46.1 µM] | 1% | -12%
CCCNC(=O)Cn1cnc2sc(C(=O)NCCN(CC)CC)c(C)c2c1=O
 : 6.3% | -3% | 5% | -4% | 15% | -9%[46.1 µM] | -8% | -3%
CC(=O)c1c(C)n(-c2ccccc2)c2ccc(OCC(O)CN3CCOCC3)cc12 (stereo unspecified)
 : 0.5% | 6% | -6% | 0% | 4% | 5%[7.67 µM] | 10% | 2%
COc1ccc(CCNC(=O)CSc2nc(C)nc3c2c(=O)n(C)c(=O)n3C)cc1OC
 : 0.0% | 3% | 5% | 2% | 0% | 4%[46.1 µM] | 2% | ?
CCCOc1ccc(N2C(=O)CC(SC(=N)N3N=C(c4ccccc4)CC3c3ccccc3)C2=O)cc1 (stereo unspecified)
 : -1.9% | -5% | -25% | 6% | ? | -17% | -10% | 6%
C=CC(c1ccccc1)C(C(=O)c1ccccc1)N(C)C (stereo unspecified)
 : 2.4% | 7% | -2% | -7% | -10% | -39% | -8% | -10%
